KOR beta-arrestin-1: KOR antagonists, beta-arrestin recruitment, cell-based, luminescence, uHTS (AID 1778). Kappa-type opioid receptor (Homo sapiens). KOR beta-arrestin recruitment, luminescence, antagonist mode; higher % means a stronger effect. inhibition, % at 10 µM, or IC50 in µM where a hit was titrated. actives 0.091% (n = 290,000); further: strong numbers were not always called active
GPR55 beta-arrestin: GPR55 agonists via beta-arrestin recruitment, primary screen, imaging, U2OS cells, beta-arrestin-GFP redistribution (AID 1961); actives 0.048% (n = 290,000); activation, % at 10 µM; hits with a dose series show EC50 in µM; U2OS GPR55 beta-arrestin-GFP redistribution imaging; higher % means a stronger effect; G-protein coupled receptor 55 (Homo sapiens);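 active means activation above 40% with more than 50 cells counted in the well; inconclusive means wells holding fewer than 50 cells, flagged as toxic or sparse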;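 further: U2OS osteosarcoma cells stably expressing GPR55 and beta-arrestin-GFP; plate controls were DMSO negative control for no effect and LPI positive control for full effect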
Myeloid diff MLP: induction of myeloid progenitor differentiation, primary screen, cell-based, flow cytometry, MLPCN library; ER-HoxA9 myeloid progenitors, lysozyme-GFP differentiation; actives 1% (n = 360,000); calls only at 10 µM;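 active means normalized GFP-positive differentiation at or above the plate's own cutoff, the solvent-only control mean plus 3 SD; inconclusive means no clear call, values can overlap the other calls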;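 further: cells exposed to compound for four days before flow analysis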
NOD2 inhibition: NOD2 signaling inhibitors, cell-based, luminescence, uHTS, HEK293 (AID 1566); HEK293 NOD2/NF-kB luciferase reporter, luminescence; higher % means a stronger effect; inhibition, % at 4 µM, or EC50 in µM where a hit was titrated; actives 0.63% (n = 290,000); further: many of its hits are not listed in these tables
GPR55 antagonists: GPR55 antagonists blocking LPI-driven arrestin recruitment, primary screen, imaging, U2OS, beta-arrestin-GFP, LPI agonist (AID 2013); actives 0.13% (n = 290,000); one-dose inhibition, % at 10 µM; IC50 in µM for titrated hits; G-protein coupled receptor 55 (Homo sapiens); U2OS GPR55 beta-arrestin-GFP translocation imaging, LPI antagonism; higher % means a stronger effect;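 active means spots per cell inhibited over 60%, with over 100 cells counted and total cytoplasm intensity under 500,000; inconclusive means wells with under 100 cells, flagged as likely toxic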;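 further: U2OS cells stably carrying GPR55 and arrestin-GFP stimulated by 5 µM LPI near EC80; imaged beta-arrestin-GFP aggregate spots per cell after agonist stimulation; plate controls were LPI-stimulated DMSO wells for no effect and DMSO wells without LPI for full effect; some results filed as inactive read as strong as hits; confirmed hits need IC50 under 10 µM and bright autofluorescent wells are also inconclusive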
KOR beta-arrestin-2: KOR agonists, beta-arrestin recruitment, primary screen, cell-based, luminescence, uHTS (AID 1777) | actives 0.02% (n = 280,000) | KOR beta-arrestin recruitment, luminescence; higher % means a stronger effect | one-dose activation, % at 10 µM; EC50 in µM for titrated hits | Kappa-type opioid receptor (Homo sapiens); in the data active means activation above about 50%, passing the limit was not always enough; further: a part of the inactive calls stands beside numbers as strong as those of hits
T cell HTS: modulators of CD8 T cell-vesicle binding, primary screen, mouse 2C CD8+ T cells, flow cytometry; 2C CD8+ T cell-vesicle binding; stronger effect = lower value; calls only at 7 µM; actives 0.068% (n = 330,000); AID 2052, 2009;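 active means response, share of CD8 T cells binding vesicles, and their 90th percentile fluorescence all below set limits, cut at about 80% in these data, passing the limit was not always enough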
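Benchmarks: naked versus QL9-loaded vesicles / Assay system: purified 2C TCR transgenic mouse naive CD8+ T cells / Technique: high-throughput flow cytometry with anti-B7-1 and anti-CD8 staining / Timing: Cell–vesicle co-incubation 1.5 h at 37 °C, staining 20 min on ice / Read-out: percent CD8+ FL2 mean versus row control / Probe or stimulus: QL9-loaded Drosophila micro-vesicles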
NTR1 agonist: agonists of NTR1, primary screen, imaging, U2OS cells, beta-arrestin-GFP, high content (AID 493036). NTR1-U2OS beta-arrestin-GFP spot imaging, agonist mode. activation, % at 20 µM. actives 0.17% (n = 330,000). Neurotensin receptor type 1 (Homo sapiens), P30989;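 active means activation at or above 40% of the spot to cytoplasm intensity ratio, with at least 20 cells analyzed; inconclusive means wells under 20 cells, flagged as cytotoxic or low count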;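 further: 0% = DMSO without peptide and 100% = 100 nM NTR1 peptide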
Target sequence (P30989 whole entry, looked up): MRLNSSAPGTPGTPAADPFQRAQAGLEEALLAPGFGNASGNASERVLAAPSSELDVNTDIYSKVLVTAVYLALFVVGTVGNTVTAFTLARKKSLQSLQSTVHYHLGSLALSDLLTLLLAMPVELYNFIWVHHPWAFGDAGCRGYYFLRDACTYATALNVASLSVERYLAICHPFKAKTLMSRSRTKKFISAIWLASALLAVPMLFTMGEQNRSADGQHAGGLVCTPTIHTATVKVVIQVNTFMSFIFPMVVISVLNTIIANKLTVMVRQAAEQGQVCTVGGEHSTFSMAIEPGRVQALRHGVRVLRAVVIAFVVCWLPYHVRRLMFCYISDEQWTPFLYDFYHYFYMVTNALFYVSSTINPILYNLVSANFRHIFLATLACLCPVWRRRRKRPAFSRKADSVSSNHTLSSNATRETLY
NOD1 NF-kB reporter: NOD1 signaling inhibitors, primary screen, cell-based, luminescence, uHTS (AID 1578) | NOD1-driven NF-kB luciferase reporter cells, luminescence; higher % means a stronger effect | actives 1% (n = 290,000) | one-dose inhibition, % at 4 µM; EC50 in µM for titrated hits; in the data active means inhibition mostly above about 36%, no sharp cut-off; inactive means mostly below about 34%;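 further: HEK-293T reporter cells stimulated with the NOD1 agonist gamma-tri-DAP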
T cell HTS vesicle-bound %: further read-out of T cell HTS, marked with its call; double positive events, %; measured here: CD8+ vesicle-bound cell fraction;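 binding gate set so that unloaded-vesicle control wells show 10% double positive cells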
NTR1 agonist cell count 20 µM: second read-out of NTR1 agonist, no call of its own (marks repeat the call); cell count; measured here: cell count, cytotoxicity flag
Myeloid diff MLP GFP+ MAC1+ %: further read-out of Myeloid diff MLP, marked with its call; GFP+ MAC1+ double positive, %; measured here: differentiation confirmed by MAC1 staining
The depositor's hits bear a star; i = inactive; u = inconclusive; x = not tested or not shown; [ ] = remark or other dose. Unless noted, no stated cut-off is given here; in the data, active means inhibition above about 50%; inactive means the rest. These rows are one share of the data; rates above refer to the full screens.

Structure | KOR beta-arrestin-1 | GPR55 beta-arrestin | Myeloid diff MLP | Myeloid diff MLP GFP+ MAC1+ % | NOD2 inhibition | GPR55 antagonists | KOR beta-arrestin-2 | T cell HTS | T cell HTS vesicle-bound % | NTR1 agonist | NTR1 agonist cell count 20 µM | NOD1 NF-kB reporter
O=C(CSc1ccc(Br)cc1)N1CCN(S(=O)(=O)c2ccccc2)CC1 | -9% | -0.1% | i | 12 | 0% | 1% | 3.1% | i | 11 | 1.6 | 44 | -24%
COC(=O)NCc1cccc(CNC(=O)OC)c1 | -4% | 0.2% | i | 0.9 | 2% | 30% | -4.2% | i | 14 | 0.2 | 23 | 21%
O=C(NCc1ccccc1Cl)c1ccc2nc[nH]c2c1 | 30% | -0.2% | i | 0.6 | -5% | -4% | -2.1% | i | 27 | -1.7 | 74 | -33%
Cc1ncc(CO)c2cc(S(=O)(=O)c3ccc(F)cc3)c(=O)oc12 | 22% | -0.5% | i | 1.6 | 10% | -4% | 9.6% | i | 14 | 0.1 | 48 | -12%
CCOc1nc(Nc2ccc(OC)c(Cl)c2)nc(OCC)n1 | 7% | -0.1% | i | 0.8 | 22% | 6% | -0.3% | i | 50 | 8.5 | 69 | -11%
COc1ccc(S(=O)(=O)ON=C2CC(C)(C)N(C(C)=O)C(C)(C)C2)cc1 | -4%[20 µM] | -0.1% | i | 0.9 | 9% | -6% | 2.4% | i | 20 | 2.6 | 23 | -29%
Cn1c(NC(=O)c2cccs2)cc(=O)n(C)c1=O | -2% | -0.1% | i | 1.7 | 6% | -6% | -4.4% | i | 28 | 0.9 | 70 | 11%
O=C(c1ccccc1)N1CCN(c2ccc([N+](=O)[O-])c(NCc3cccnc3)c2)CC1 | 4% | -0.2% | i | 0.4 | 20% | 41% | -8.0% | i | 42 | -0.1 | 63 | -21%
COC(=O)c1cccc(S(=O)(=O)N2CCC(C)CC2)c1 | 48% | 0.0% | i | 0.4 | 18% | 13% | -1.6% | i | 48 | -1.0 | 70 | -11%
CC(C(=O)N1CCOCC1)c1ccc([N+](=O)[O-])cc1 (configuration not stated) | -14% | -0.3% | i | 0.2 | 6% | 8% | 2.7% | i | 59 | -0.2 | 94 | -7%
CC(=O)c1cccc(NC(=O)COC(=O)c2cccs2)c1 | -38% | -0.4% | i | 0.0 | -5% | 7% | 1.8% | i | 68 | 3.0 | 78 | 6%
C=CCCCN(Cc1ccccc1)S(=O)(=O)c1ccccc1Br | 3% | 0.0% | i | 2.0 | -18% | 4% | 0.7% | i | 8 | -4.4 | 56 | -11%
CCOCCCNC(=O)/C(C#N)=C/c1ccc([N+](=O)[O-])o1 | -13% | 0.1% | u | x | 0% | 12% | 3.4% | i | 58 | -1.0 | 50 | 30%
Cc1ccc(CNC(=O)CSCc2ccc(F)cc2)cc1 | 15% | 0.0% | i | 0.3 | 4% | -10% | 7.1% | i | 44 | -1.0 | 48 | -28%
Cc1ccc(OCc2nnc(SCCN3CCOCC3)n2C)cc1 | -41% | 0.0% | i | 0.0 | 4% | 16% | 3.5% | i | 41 | -2.4 | 94 | -36%
CC(Cc1ccsc1)NC(=O)CCc1nnc(CCc2ccccc2)o1 (configuration not stated) | -7% | 0.0% | i | 0.1 | 4% | 5% | -5.2% | i | 55 | 0.3 | 84 | -19%
Cc1nn(C)c(C)c1NC(=O)/C(C#N)=C\N(C)C | -10% | -0.1% | i | 1.1 | 22% | 3% | 2.6% | i | 17 | -0.9 | 38 | -4%
O=C(NCc1ccc2c(c1)OCO2)C1CCC(CNc2c(N3CCCC3)c(=O)c2=O)CC1 (configuration not stated) | 13% | -0.3% | i | 1.2 | 15% | 8% | -5.5% | i | 46 | -2.5 | 74 | 8%
Cc1ccc(NC(=O)CSc2ccc(-c3ccco3)nn2)c(C)c1 | -28% | 0.9% | i | 0.8 | -21% | -14% | 1.9% | i | 40 | 0.0 | 38 | -32%
CC(/C=N/NC(=O)c1cc(-c2cccs2)[nH]n1)=C\c1ccccc1 | -16% | 0.1% | i | 0.0 | -18% | 2% | 5.5% | i | 55 | 4.5 | 84 | 33%
COc1ccc(-n2ncc(S(=O)(=O)c3ccccc3)c2-c2ccc(Cl)cc2)cc1 | 1% | 0.3% | i | 1.7 | 9% | 14% | 1.7% | i | 46 | 2.1 | 81 | -10%
COc1ccccc1-n1cnnc1SCC(=O)Nc1cc(C)on1 | 1%[20 µM] | 0.3% | i | 0.2 | 12% | -14% | -1.6% | i | 39 | -1.5 | 80 | -1%
Cc1ccc(C(=O)O)cc1S(=O)(=O)NCC1CCCO1 (configuration not stated) | 29% | -0.1% | i | 12 | 5% | 10% | -2.4% | i | 39 | -1.9 | 68 | 4%
O=C(Nc1ccc(NC(=O)c2ccccc2F)cc1)c1ccccc1F | -15% | -0.2% | i | 0.3 | -13% | -14% | 2.7% | i | 59 | 0.8 | 52 | -39%
COc1ccc(CCNc2ncnc3c2c(C)c(C)n3CCO)cc1OC | -12% | -0.1% | i | 0.6 | 26% | -1% | -2.8% | i | 58 | -0.9 | 93 | -3%
O=C(Nc1ccccc1Oc1cccnc1)C1CCCN(C/C=C/c2ccccc2)C1 (configuration not stated) | 0% | -0.1% | u | x | -12% | -5% | 5.4% | i | 53 | 0.0 | 46 | -6%
COc1ccc(NC2CCCN(C(=O)c3ccc(C)c(N4CCNC4=O)c3)C2)cc1 (configuration not stated) | -1% | -0.2% | i | 0.4 | 0% | 9% | 5.5% | i | 33 | -1.2 | 53 | -15%
c1ccc(N2CCN(c3ccc4nncn4n3)CC2)nc1 | -9% | -0.3% | i | 1.7 | -1% | -8% | -0.7% | i | 47 | -0.1 | 97 | -10%
CC(C)N(Cc1nc(-c2ccc(Cl)cc2)no1)C(=O)CCC1CCCC1 | 19% | -0.1% | i | 2.0 | -29% | 9% | 15% | i | 20 | 3.9 | 57 | 35%
COc1ccc(C(=O)NCC(=O)N/N=C/c2c(C)[nH]c3ccccc23)cc1 | -14% | -0.1% | i | 2.6 | 20% | -14% | 3.9% | i | 49 | -0.7 | 54 | -4%

Overlap with the part before: four entries, followed by the next part.
Structure | KOR beta-arrestin-1 | GPR55 beta-arrestin | Myeloid diff MLP | Myeloid diff MLP GFP+ MAC1+ % | NOD2 inhibition | GPR55 antagonists | KOR beta-arrestin-2 | T cell HTS | T cell HTS vesicle-bound % | NTR1 agonist | NTR1 agonist cell count 20 µM | NOD1 NF-kB reporter
COc1ccc(NC2CCCN(C(=O)c3ccc(C)c(N4CCNC4=O)c3)C2)cc1 (configuration not stated) | -1% | -0.2% | i | 0.4 | 0% | 9% | 5.5% | i | 33 | -1.2 | 53 | -15%
c1ccc(N2CCN(c3ccc4nncn4n3)CC2)nc1 | -9% | -0.3% | i | 1.7 | -1% | -8% | -0.7% | i | 47 | -0.1 | 97 | -10%
CC(C)N(Cc1nc(-c2ccc(Cl)cc2)no1)C(=O)CCC1CCCC1 | 19% | -0.1% | i | 2.0 | -29% | 9% | 15% | i | 20 | 3.9 | 57 | 35%
COc1ccc(C(=O)NCC(=O)N/N=C/c2c(C)[nH]c3ccccc23)cc1 | -14% | -0.1% | i | 2.6 | 20% | -14% | 3.9% | i | 49 | -0.7 | 54 | -4%
COC(=O)N/N=C(\C)c1ccc(OC(F)F)cc1OC(F)F | -10% | -0.1% | i | 0.7 | 12% | -1% | 3.9% | i | 18 | 1.9 | 30 | -1%
COc1ccc(-c2cc(=O)c3ccccc3o2)cc1 | 30% | 0.0% | i | 2.5 | -94% | 3% | 0.2% | i | 15 | -0.3 | 88 | -12%
CC(=O)NC(Cc1cccc(F)c1)C(=O)NC1CCN(C(=O)Nc2ccc(C)cc2)CC1 (configuration not stated) | 21% | -0.2% | i | 0.5 | -31% | -1% | -0.3% | i | 41 | -2.4 | 38 | -13%
Brc1cc(Br)cc(CN2CCSCC2)c1 | -25% | -0.1% | i | 0.2 | -3% | 0% | -1.7% | i | 10 | -1.0 | 58 | -2%
Cc1ccccc1NS(=O)(=O)c1cc2c3c(c1)C(C)C(=O)N3CCC2 (configuration not stated) | -22% | 0.2% | i | 0.0 | 16% | 2% | 0.5% | i | 31 | 0.6 | 66 | -11%
Cc1noc(C(=O)Nc2c(C)n(C)n(-c3ccccc3)c2=O)c1Cl | 39% | -0.5% | i | 2.5 | 13% | -4% | 2.7% | i | 42 | -1.0 | 86 | -26%
CC(C)CCn1c(COc2ccccc2)nn(CCC#N)c1=S | -16% | 0.6% | i | 0.2 | -8% | 8% | 3.7% | i | 19 | 2.8 | 89 | -11%
COC(=O)[C@@H]1C[C@@]2(O)[C@@H](O)[C@@H](O)[C@@H](O)C[C@H]2N1Cc1ccc(-c2ccccc2)cc1 | 16% | -0.1% | i | 1.6 | 12% | 2% | -2.3% | i | 7 | -2.0 | 97 | 4%
Cc1ccccc1OCC(=O)NC1=NCCS1 | -6% | 0.1% | i | 1.0 | -43% | 14% | -2.0% | i | 24 | 1.5 | 78 | -29%
CC(C)C1CC(c2csc(N)n2)CCO1 (configuration not stated) | -6% | -0.2% | x | x | 12% | 12% | 1.5% | i | 62 | 0.0 | 47 | 0%
Nc1c(S(=O)(=O)c2ccccc2)cnc2c(-c3ccc(F)cc3)cnn12 | 11% | 0.2% | i | 1.7 | 22% | 20% | -2.6% | i | 25 | 4.5 | 74 | x
N#C/C(=C\c1ccc[nH]1)C(=O)Nc1ccccc1[N+](=O)[O-] | 2% | 0.8% | i | 0.6 | -11% | 0% | -4.2% | i | 67 | -1.1 | 46 | -53%

Source: PubChem (several laboratories)
